Bioassay records: PubChem BioAssay, NCI
NCI-60 one-dose screen, 48 h, at 10 µM unless noted. Numbers give growth in % (100 = growth as untreated, 0 = no growth, -100 = all killed).
HL-60(TB): HL-60(TB) leukemia cells; 78,000 compounds, 9% hits; AID 1794776; active means growth percent below 10
Starred values were filed as active, the others as inactive; & = joins results of further samples. An excerpt (hit frequency here may not be typical).

O=C(OCc1nc2sc3c(c2c(=O)[nH]1)CCCC3)c1cn(-c2ccccc2)nc1-c1ccccc1
  HL-60(TB): 112

Nc1nc(N)c2c(n1)NC(c1ccc(Cl)cc1)CC(c1ccc(Nc3nc(NCCO)nc(Nc4ccc(Cl)cc4)n3)cc1)=N2 (configuration not stated)
  HL-60(TB): 9.8*

O=C1c2ccccc2C(=O)N1CCCl
  HL-60(TB): 102

c1ccc(Cn2ccnc2C2OCCO2)cc1
  HL-60(TB): 111

OC(Cc1nc2ccccc2s1)C(Cl)(Cl)Cl (configuration not stated)
  HL-60(TB): 86

Cc1nc2n(c1C(=O)N(C(=O)c1c(C)nc3n1CCS3(=O)=O)c1ccccn1)CCS2(=O)=O
  HL-60(TB): 102

CCN1C(=O)N(CC)C2C1NN=C1SCC(=O)N12 (configuration not stated)
  HL-60(TB): 99

Cc1ccccc1/C=C1/SC(N2CCN(c3ccccc3)CC2)=NC1=O
  HL-60(TB): 104

COc1ccc(-c2onc(N)c2-c2cc(OC)c3c(c2OC)OCO3)cc1
  HL-60(TB): 93

CCCC(C)c1ccc(O)cc1 (configuration not stated)
  HL-60(TB): 101

O=C1CC(=O)NC(=S)N1
  HL-60(TB): 119

NC(N)=N/N=C\c1ccc(/C=N/N=C(N)N)cc1
  HL-60(TB): 235

Fc1ccc(Nc2n[nH]c(-c3ccccc3)n2)cc1
  HL-60(TB): 87

CC(C)Sc1nc(NC2CC2)c(C#N)c(-c2ccc(C(C)C)cc2)n1
  HL-60(TB): 105

Cc1cccc(OCC(O)CN2CCCC2)c1 (configuration not stated)
  HL-60(TB): 99

CCCCCC(=O)c1ccc(O)cc1O
  HL-60(TB): 36

CCOC(=O)c1cnn(-c2ccc(-c3ccccc3OC)nn2)c1N
  HL-60(TB): 84

CCn1cc(CNc2ccc(C(=O)Nc3ccc4ccccc4c3)cc2)c(C)n1
  HL-60(TB): 80

C=C1CCC2C(C)(CO)C(O)CCC2(C)C1C/C=C1/C(=O)OCC1OCc1ccccc1 (configuration not stated)
  HL-60(TB): 66

COC(=O)[C@H]1[C@H]2C[C@@H]3c4[nH]c5cc(OC)ccc5c4CCN3C[C@H]2C[C@@H](OC(=O)c2ccc(N)cc2)[C@@H]1OC
  HL-60(TB): 80

CCN(CC)C(C)C(=O)Nc1cccc(Cl)c1C (configuration not stated)
  HL-60(TB): 65

CN(C)c1ccc(-c2c(C#N)c(N)nn2-c2ncc(C#N)c(N)n2)cc1
  HL-60(TB): 88

O=S(=O)(O)c1ccc2cc(S(=O)(=O)O)ccc2c1
  HL-60(TB): 91

CCC[S@@](=O)c1ccc2nc(NC(=O)OC)[nH]c2c1
  HL-60(TB): 57

CCOP(=O)(OCC)OP(=O)(OCC)OP(=O)(OCC)OCC
  HL-60(TB): 92

O=[N+]([O-])c1ccc(Cl)cc1
  HL-60(TB): 94

CC(C)=C1N=C(c2ccccc2)OC1=O
  HL-60(TB): 108

COc1ccc(C(=O)Nc2cccc(-c3cc(=O)c4ccccc4o3)c2)c(OC)c1
  HL-60(TB): 73

C/C=C/C(=O)OCCc1ccccc1
  HL-60(TB): 82

CN1CCN(Cc2c[nH]c3ncnc(N4CCCCC4)c23)CC1
  HL-60(TB): 110

Some of the entries so far, comma-delimited.
SMILES,HL-60(TB)
CCC[S@@](=O)c1ccc2nc(NC(=O)OC)[nH]c2c1,57
CCOP(=O)(OCC)OP(=O)(OCC)OP(=O)(OCC)OCC,92
O=[N+]([O-])c1ccc(Cl)cc1,94
CC(C)=C1N=C(c2ccccc2)OC1=O,108
COc1ccc(C(=O)Nc2cccc(-c3cc(=O)c4ccccc4o3)c2)c(OC)c1,73
C/C=C/C(=O)OCCc1ccccc1,82

Next part.
CCCn1c(O)c(N=NC(=O)c2oc3ccccc3c2C)c2ccccc21
  HL-60(TB): 89

CC(Cc1ccccc1)NNC(=O)CC#N (configuration not stated)
  HL-60(TB): 96

Cc1ccc(C)c2c1SC1=NNC(Oc3ccc(Cl)cc3)=C(C#N)C(=N)N12
  HL-60(TB): 122

CCCCCCCCCCCCNC(=S)N/N=C/c1ccc(Cl)cc1
  HL-60(TB): 94

COC(c1ccccc1)(c1ccccc1)c1ccc2ccc3ccccc3c2c1
  HL-60(TB): 94

CC(Oc1cc(Cl)c(Cl)cc1Cl)C(=O)OCC(=O)N(C)C (configuration not stated)
  HL-60(TB): 103

COc1ccc(/C=C/C(=O)c2ccc(NC(=O)CSc3nnc(-c4ccc5nc(-c6ccc(Cl)cc6)[nH]c5c4)o3)cc2)cc1
  HL-60(TB): 79

O=C(NN1CCCCC1)c1ccccc1
  HL-60(TB): 81

CCOC(=O)c1c(C)nc2ccccc2c1/C=C/c1ccc(OC)cc1
  HL-60(TB): 83

O=C1c2ccccc2C(=O)C1(O)C1(O)C(=O)c2ccccc2C1=O
  HL-60(TB): 100

O=S(=O)(NCCNc1nccc(-c2c(-c3ccc(O)cc3)nc3sccn23)n1)c1cccc2ccccc12
  HL-60(TB): 90

CCCCCCCCCCCCOCCCNC(=S)NCCCOCCCCCCCCCCCC
  HL-60(TB): 102

COc1cccc2c1N=C1CCCC3CN(C(C)=O)CCC123 (configuration not stated)
  HL-60(TB): 96

COC1(OC)C2(Cl)C(Cl)=C(Cl)C1(Cl)C1COCC12 (configuration not stated)
  HL-60(TB): 83

CC(=O)Nc1ccc(C2CN(C)C3(C(=O)c4ccccc4C3=O)C2C(=O)c2ccccc2)cc1 (configuration not stated)
  HL-60(TB): 99

Nc1ccc(C(=O)Nc2cccc(N)c2)cc1
  HL-60(TB): 109

CCCCCCNC(=O)Oc1ccc(/C(=C(/C)Cc2ccc(OC)cc2)c2ccc(OCCN(CC)CC)cc2)cc1
  HL-60(TB): 94

O=C(O)/C=C/C(=O)Nc1cc(Cl)ccc1Cl
  HL-60(TB): 97

CCOC(=O)c1ccccc1-c1c2ccc(=[N+](C)C)cc-2oc2cc(N(C)C)ccc12
  HL-60(TB): -14*

Cc1cccc(Nc2ncnc3oc(C)c(C(=O)NCCO)c23)c1
  HL-60(TB): 85

CC(=O)N1N=C(c2ccccc2)CC1c1cn(Cc2ccc(Cl)cc2)c2ccccc12 (configuration not stated)
  HL-60(TB): 84

CC(=O)OC(C)C(=O)OC(C)C(=O)OCCOCCCl (configuration not stated)
  HL-60(TB): 91

ClCCN(CCCl)c1nc(Cl)c(C2CC(c3ccc(Cl)cc3)=NN2c2cc(Cl)cc(Cl)c2)s1 (configuration not stated)
  HL-60(TB): 104

CCN(CC)CCOC(=O)C(Cc1cccc2ccccc12)CC1CCCO1 (configuration not stated)
  HL-60(TB): 122&104

Cc1ccc(S(=O)c2ccc(C)cc2)cc1
  HL-60(TB): 107

OCCn1cccn1
  HL-60(TB): 99

CCOC(=O)c1c(C)nn(CC(O)c2ccccc2)c1NC(=O)Nc1cccc(C(F)(F)F)c1 (configuration not stated)
  HL-60(TB): 100

Nc1ccccc1C1=NC(c2ccccc2)(c2ccccc2)c2ccccc2N1
  HL-60(TB): 96

OC1COC(c2ccccc2)OC1C1OC(c2ccccc2)OCC1O (configuration not stated)
  HL-60(TB): 107

CC(=O)Oc1ccc(OC(C)=O)c2c1C1C=CC2CC1
  HL-60(TB): 90

COc1ccc(-c2cc(-c3cccnc3)nc3sc(C(=O)c4ccc(Cl)cc4)c(N)c23)cc1OC
  HL-60(TB): 89

Cn1cc(-c2csc(-c3c[nH]c4ccc(Br)cc34)n2)c2ccnc(Cl)c21
  HL-60(TB): 67

N#C/C(=C\c1ccc(-c2ccc(F)cc2)o1)c1ccccc1
  HL-60(TB): 95

NCCCNc1nc2ccccc2c2c(=O)c3cc(F)ccc3sc12
  HL-60(TB): -28*

CCCCN(CCCC)CCC(=O)c1ccc(OC)c2ccccc12
  HL-60(TB): 81

O=C(Cc1ccccc1)C(c1ccccc1)C(c1ccccc1)c1ccccc1 (configuration not stated)
  HL-60(TB): 92

COc1cc(-c2cn(-c3ccc(Cl)cc3)c(=O)n2-c2ccccc2)cc(OC)c1OC
  HL-60(TB): 51

CC1=C(C(=O)OC(C)C)C(c2ccc3c(c2)OCO3)NC(=O)N1 (configuration not stated)
  HL-60(TB): 108

CN(C)CCC1(c2ccccc2)C=Cc2ccccc21 (configuration not stated)
  HL-60(TB): 107

COc1cc(C2CC(c3ccc(Nc4ccnc5cc(Cl)ccc45)cc3)=NN2c2ccc(Cl)cc2)cc(OC)c1OC (configuration not stated)
  HL-60(TB): 40

Clc1ccc(C2=C3CCCCC3=NC3=CC=CCN32)cc1
  HL-60(TB): 100

Nc1ccc(-c2ccc(N)c(Br)c2)cc1Br
  HL-60(TB): 8.0*

OCCN1CCN(CCCN2c3ccccc3CCc3ccccc32)CC1
  HL-60(TB): 96

Cc1ccccc1/C=C/C(=O)c1cccc(OCCCCOc2cccc(C(=O)/C=C/c3ccccc3C)c2)c1
  HL-60(TB): 82

Cn1nc(C(F)(F)F)cc1-c1cc(Cl)c(COc2ccc(Cl)cc2)c(-c2ccc(Cl)c(C(F)(F)F)c2)c1O
  HL-60(TB): -22*

CCOc1ccc(NC(=O)/C=C(C)/C=C/C=C(C)/C=C/C2=C(C)CCCC2(C)C)cc1
  HL-60(TB): 39

COc1ccc2c(c1)NP(=S)(c1ccccc1)N2C (configuration not stated)
  HL-60(TB): 85

CCOc1ccc2c(c1)c(C)cc(C)[n+]2CC
  HL-60(TB): 62

CCN(CC)CCn1cnc2c1c(=O)n(C)c(=O)n2C
  HL-60(TB): 103

CCOC(=O)/C=C1\S/C(=N\Nc2ccc([N+](=O)[O-])cc2[N+](=O)[O-])N(Cc2ccccc2)C1=O
  HL-60(TB): 76

C=C1C(=O)O[C@H]2[C@H]1CC/C(COC(=O)CCCC(=O)OC/C1=C/CC[C@@]3(C)O[C@H]3[C@H]3OC(=O)C(=C)[C@@H]3CC1)=C\CC[C@@]1(C)O[C@@H]21
  HL-60(TB): -42*

Cc1cc(C)nc(NS(=O)(=O)c2ccc(NCn3cnc4ccccc43)cc2)n1
  HL-60(TB): 110

COc1cc(C(=O)NN=C(C)C)cc(OC)c1OC
  HL-60(TB): 103

O=C(C=C(c1ccccc1)c1ccccc1)Oc1ccccc1
  HL-60(TB): 58

CCS/C(Nc1ccccc1)=C(\C#N)C(=O)N/N=C/c1ccco1
  HL-60(TB): 84

CC1=C(C#N)C2=NNCC(c3ccccc3)=NN2C(c2ccccc2)=C1
  HL-60(TB): 138

Cc1ccccc1-n1c(C)nc2cc(N3C(=O)CSC3c3ccc(F)cc3)ccc2c1=O (configuration not stated)
  HL-60(TB): 93

CC(=O)OC1CCC2(C)C(CCC3C4CC(N5CC5)C(C(C)=O)C4(C)CC(=O)C32)C1 (configuration not stated)
  HL-60(TB): 93

Cc1ccc(S(=O)(=O)N2C(=O)/C(=C\c3cn(S(=O)(=O)c4ccc(C)cc4)c4ccccc34)c3ccccc32)cc1
  HL-60(TB): 86

CCC(C)C1(C)OC1C(=O)OC (configuration not stated)
  HL-60(TB): 110

CCOC(=O)c1cc2c(n1Cc1ccccc1)-c1oncc1CCC2
  HL-60(TB): 34

COc1ccc(C=C2c3ccccc3-c3ccccc32)cc1
  HL-60(TB): 24

CC[C@H](C)[C@H](NC(=O)NC(C)(C)C)C(=O)N(C)[C@H](C[C@@H](OC(C)=O)c1nc(C(=O)N[C@@H](Cc2ccccc2)C[C@H](C)C(=O)OC)cs1)C(C)C
  HL-60(TB): -15*

c1ccn(CCc2ccncc2)c1
  HL-60(TB): 102

CCOC(=O)C1=C(c2ccccc2)N=C2N(c3ccccc3)N=C(C(C)=O)N2C1c1ccc(Br)cc1 (configuration not stated)
  HL-60(TB): 96

O=C(CSc1nnc(-c2c[nH]c3ccccc23)n1-c1ccccc1)Nc1ccc(C(=O)/C=C/c2ccc(Cl)cc2)cc1
  HL-60(TB): 67

COc1ccc(-c2nnc(-c3c(-c4ccc(F)cc4)nc4ncccn34)o2)cc1OC
  HL-60(TB): 94

CC(C)C1CC(=O)c2c(oc3cc(O)c(O)cc23)C1 (configuration not stated)
  HL-60(TB): 57

N#CC(=O)Nc1ccc(Cl)c(Cl)c1
  HL-60(TB): 82

CCOC(=O)c1cnn(CC(O)CC)c1NC(=O)NCc1ccccc1F (configuration not stated)
  HL-60(TB): 74

Cc1cc(C(C)(C)C)cc(C)c1Br
  HL-60(TB): 108

Nc1ccc(S(=O)(=O)N(CCO)CCO)cc1[N+](=O)[O-]
  HL-60(TB): 105

Cc1nn(-c2ccccc2)c(Oc2ccc(Br)cc2)c1/C=N\N=c1/sc2ccccc2n1C
  HL-60(TB): 77

COc1ccc([N+](=O)[O-])c(C=O)c1
  HL-60(TB): 80

NC(=O)c1ncn(C2OC(COP(=O)(O)O)C(O)C2O)c1N (configuration not stated)
  HL-60(TB): 103

S=P(c1ccccc1)(c1ccccc1)c1cccc2ccccc12
  HL-60(TB): 81

COc1ccc(C2CC(c3cc(OC)c(OC)c(OC)c3)=NN2C(C)=O)cc1OCC(=O)Nc1nc2ccccc2s1 (configuration not stated)
  HL-60(TB): 106

CN1CCN(C(=O)Oc2cc3c(c4ccccc24)[C@H](CCl)CN3C(=O)c2cc3cc(OCCCN4CCC4)ccc3[nH]2)[C@H]2CSSC[C@H]21
  HL-60(TB): -23*

O=C(Nc1ccc(NC(=O)c2ccncc2)cc1)c1ccncc1
  HL-60(TB): 61

O=C(c1ccccc1)c1ccc2c(c1)CCCC2
  HL-60(TB): 99

O=S(=O)(OCCOS(=O)(=O)c1ccc(Cl)cc1)c1ccc(Cl)cc1
  HL-60(TB): 86

O=S(=O)(NCCNc1nccc(-c2c(-c3ccc(F)cc3)nc3sccn23)n1)c1ccc(F)cc1
  HL-60(TB): 117

CC(=O)Nc1cc(Cl)c(Nc2cc(S(=O)(=O)O)c(N)c3c2C(=O)c2ccccc2C3=O)c(Cl)c1
  HL-60(TB): 76

Cc1nonc1C(=O)N1CCC[C@H](C(=O)c2ccc3c4c(cccc24)CC3)C1
  HL-60(TB): 103

COc1ccc(/C=C2\N=C3N(N=C(c4ccccn4)N3c3ccccc3)C2=O)cc1
  HL-60(TB): 97

N#C/C(=C\c1ccc(Cl)cc1)C(N)=O
  HL-60(TB): 99

COc1ccc(C2CC(c3ccc(OC)c(OC)c3)=NN2C=O)cc1 (configuration not stated)
  HL-60(TB): 90

COCCCN1CCN(c2ncc([N+](=O)[O-])c(N3CCN(CCCOC)CC3)n2)CC1
  HL-60(TB): 99

CC(=O)O[C@H]1CC[C@H]2[C@@H]3CC=C4c5nc(-c6ccc(Br)cc6)sc5CC[C@]4(C)[C@H]3CC[C@]12C
  HL-60(TB): 89

COc1ccc(C(C)C=O)cc1 (configuration not stated)
  HL-60(TB): 97
